RXFP1 antag: qHTS Assay for Antagonists of the Relaxin Receptor RXFP1 | Relaxin receptor 1 (Homo sapiens), Q9HBX9 | HEK293-RXFP1, relaxin-stimulated cAMP HTRF, 30 min; active compounds read low | activity change, negative = inhibition, % at 57.5 µM | 0.59% of 350,000 active | AID 1259400, 2018;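 active means activity change of -60% or lower, but not beyond a set lower limit; inconclusive means change between -60% and -40%, or beyond the set limit; inactive means change above -40%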; further: on the % scale 0 is the no-effect control and ±100 the full control effect
D2 agonist: HTS Assay for Allosteric Agonists of the Human D2 Dopamine Receptor: Primary Screen for Agonists; HEK293 T-REx D2 cells, calcium flux agonist mode; 0.53% of 340,000 active; AID 485358, 2010; D(2) dopamine receptor (Homo sapiens), P14416; activation, % at 2 µM;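 active means activation over 3 SD above normal in the single-dose calcium agonist read, cut at about 30% in these data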; further: 0% is about no effect
Target sequence (P14416 whole entry, looked up): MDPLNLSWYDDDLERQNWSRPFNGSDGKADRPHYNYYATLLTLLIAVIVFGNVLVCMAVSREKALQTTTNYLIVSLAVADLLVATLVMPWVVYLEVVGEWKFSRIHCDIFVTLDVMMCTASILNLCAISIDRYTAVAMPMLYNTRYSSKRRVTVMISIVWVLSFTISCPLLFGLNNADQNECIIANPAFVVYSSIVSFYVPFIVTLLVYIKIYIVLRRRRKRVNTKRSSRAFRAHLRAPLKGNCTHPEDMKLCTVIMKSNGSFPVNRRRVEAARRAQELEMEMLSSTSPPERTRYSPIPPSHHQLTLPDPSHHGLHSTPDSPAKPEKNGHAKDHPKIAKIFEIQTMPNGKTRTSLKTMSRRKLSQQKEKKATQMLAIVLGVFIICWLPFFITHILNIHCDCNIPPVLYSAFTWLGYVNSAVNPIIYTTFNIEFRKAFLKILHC
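HEK293 Trex D2 cells, tetracycline-induced, o/n 30 C 5% CO2; no-wash Ca dye, RT 30–90 min; 10-cycle baseline, 23 nl cpd added, kinetic Ca read 180 s; agonist hits = positive Ca response.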
TRHR PAM: qHTS for Small Molecule Agonists and Allosteric Enhancers of Human TRH Receptor: Primary Screen for Enhancers; Thyrotropin-releasing hormone receptor (Homo sapiens), P34981; TRHR cells, fluo-8 calcium fluorescence, EC20 TRH enhancement; enhancement, % at 2 µM; 0.66% of 360,000 active; in the data active means enhancement above about 30%; further: 0% is about no effect
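TRHR-expressing cells loaded with fluo-8 calcium dye were read kinetically (ex 480/em 530) during compound addition, then stimulated with an EC20 of TRH (10 nM final). Enhancement of the Gq-mediated intracellular calcium response was scored.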
D1 antagonist: Antagonist of Human D 1 Dopamine Receptor: qHTS. D(1A) dopamine receptor (Homo sapiens), P21728. AID 504652, 2011. 3.2% of 360,000 active. activity change, negative = inhibition, % at 10 µM. HEK293 TREx D1 cells, calcium flux, dopamine EC80; active compounds read low; in the data active means activity change below about -30%; further: on the % scale 0 is the no-effect control and ±100 the full control effect
Target sequence (P21728 whole entry, looked up): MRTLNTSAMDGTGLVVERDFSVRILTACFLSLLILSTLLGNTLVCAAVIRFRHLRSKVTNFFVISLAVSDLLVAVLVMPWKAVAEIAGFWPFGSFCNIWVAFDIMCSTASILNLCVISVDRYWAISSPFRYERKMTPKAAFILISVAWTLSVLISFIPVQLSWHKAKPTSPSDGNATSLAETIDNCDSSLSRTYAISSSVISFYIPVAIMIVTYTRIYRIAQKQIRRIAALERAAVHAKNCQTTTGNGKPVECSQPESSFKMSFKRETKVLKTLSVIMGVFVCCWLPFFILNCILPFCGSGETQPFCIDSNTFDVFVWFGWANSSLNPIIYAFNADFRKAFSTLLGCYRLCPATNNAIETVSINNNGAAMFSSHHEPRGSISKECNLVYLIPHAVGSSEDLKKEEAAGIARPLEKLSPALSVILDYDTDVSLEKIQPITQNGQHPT
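HEK293 T-REx cells expressing inducible, force-coupled D1 receptor; no-wash Ca dye, 30–90 min RT. Cmpd → 180 s read at 1 Hz → EC80 DA → 180 s read.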
D1 potentiator: Potentiators of Human D1 Dopamine Receptor: qHTS. D(1A) dopamine receptor (Homo sapiens), P21728. HEK293 TREx D1 cells, calcium flux, dopamine EC20 potentiation. potentiation, % at 10 µM. 0.036% of 360,000 active. AID 504651, 2011; in the data active means potentiation above about 30%; further: 0% is about no effect
RXFP1 agonist: qHTS Assay for Agonists of the Relaxin Receptor RXFP1; Relaxin receptor 1 (Homo sapiens), Q9HBX9; HEK293T-RXFP1 cAMP TR-FRET, 30 min; response scale: percent of porcine relaxin response, buffer zero; Potency, µM (highest dose often 57.5 µM), inactives show at the top dose activation, most hits filed as activators; 0.3% of 370,000 active; active means well fitted activation curve with a large enough effect; inconclusive means small, poorly fitted or top-dose-only effect; further: potency means the concentration at half of the fitted maximal effect; on the % scale 0 is the no-effect control and ±100 the full control effect; nearly all actives have a fitted effect of over 60% in size; many of its hits are not listed in these tables
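HEK293T cells stably expressing RXFP1 were pretreated with the PDE4 inhibitor Ro 20174, exposed to compounds for 30 min at 37C, lysed, and cAMP was read by TR-FRET. Data normalized to buffer (basal) and 29 nM porcine relaxin (100%).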
D2 antag: HTS Assay for Allosteric Antagonists of the Human D2 Dopamine Receptor: Primary Screen for Antagonists. inhibition, % at 10 µM. HEK293 TREx D2 cells, calcium flux, dopamine EC80. AID 485344, 2010. 2% of 340,000 active; in the data active means inhibition above about 30%; further: 0% is about no effect
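In this primary screen, negative modulation is detected by tracking calcium flux after an EC80 dopamine challenge in inducible HEK293 T-REx D2 cells preexposed to test compound for 180 s.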
D2 potentiator: HTS Assay for Positive Allosteric Modulators of the Human D2 Dopamine Receptor: Primary Screen for Potentiators | potentiation, % at 10 µM | HEK293 T-REx D2, calcium flux, EC20 dopamine potentiation | 0.34% of 340,000 active | D(2) dopamine receptor (Homo sapiens), P14416 | AID 485347, 2010;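 active means potentiation over 3 SD above the plate norm, cut at about 30% in these data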; further: 0% is about no effect
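Using a no-wash calcium dye in inducible, force-coupled HEK293 Trex cells expressing D2, we tracked fluorescence each second for 180 s after compound, then for 180 s after EC20 dopamine to detect augmented signalling.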
D1 agonist: Allosteric Agonists of the Human D1 Dopamine Receptor: qHTS. D(1A) dopamine receptor (Homo sapiens), P21728. HEK293 T-REx D1 cells, calcium flux, agonist mode. activation, % at 2 µM. AID 504660, 2011. 1% of 360,000 active; in the data active means activation above about 30%; further: 0% is about no effect
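Inducible HEK293 T-REx D1 cells, force-coupled to calcium signalling, were plated at 4000 cells/well with tetracycline and held overnight at 30 C. After no-wash calcium dye loading, compound-evoked calcium rise over 180 s flagged agonists.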
* hit, by the source's call; ? = inconclusive; . = not tested or not shown; & = joins results of further samples. Only part of the results is shown, so the mix of outcomes need not match the whole.

SMILES | RXFP1 antag | D2 agonist | TRHR PAM | D1 antagonist | D1 potentiator | RXFP1 agonist | D2 antag | D2 potentiator | D1 agonist
NC(=O)C1CCN(C(c2ccccc2)c2nnnn2C2CCCC2)CC1 (stereo not drawn) | 24 | -0.6 | 3 | -11 | -4 | -1.3% | 21 | 10 | 2
Cc1[nH]nc2c1C(c1ccccc1)C1=C(CC(C)(C)CC1=O)N2 (stereo not drawn) | 11 | . | 1 | 14 | 0 | 1.2% | . | . | 0
CSc1nnc(NC(=O)c2cc(=O)c3cc(C)c(C)cc3o2)s1 | -11 | 0.3 | -2 | 3 | -2 | 1.1% | . | -5 | 0
CCc1ccc(NC(=O)Cn2cccc2)cc1 | -6 | -0.5 | -1 | 0 | 3 | 0.4% | -11 | -7 | -2
COC(=O)c1c(NC(NC(=O)C(C)C)C(Cl)(Cl)Cl)sc2c1CCCC2 (stereo not drawn) | . | . | 7 | -10 | -10 | -0.2% | . | . | 1
Cc1cc(-c2ccc(C)c(S(=O)(=O)NCCCN3CCN(c4ccccc4)CC3)c2)on1 | 1 | 72* | -3 | -77* | -19 | 0.1% | 73* | -28 | 10
CCCCCC(=O)NCC(C)NC(=O)CCCCC (stereo not drawn) | -2 | 0.9 | 3 | -6 | -4 | 3.1% | -5 | 10 | 8
FC(F)(F)c1cc(C(F)(F)F)c2ccc(N3CCN(c4ccccc4)CC3)nc2n1 | -5 | 0.9 | -5 | 17 | 0 | -1.7% | 21 | -4 | 0
O=C(Nc1ccccc1-c1nc2ccccc2[nH]1)c1ccc(N2C(=O)CCC2=O)cc1 | -9 | 0.6 | 5 | 4 | -5 | -0.2% | -35 | 11 | 2
CCc1ccccc1NC(=O)Nc1ccc(F)cc1 | -3 | -0.1 | -4 | -11 | 4 | -1.3% | -3 | -9 | 13
CCOC(=O)C1=C(COC(=O)COc2ccccc2OCC)NC(=O)NC1C (stereo not drawn) | -6 | -0.1 | 0 | 4 | -2 | -0.4% | 2 | 2 | 4
COc1cccc(C(=O)N2CCN(C(=O)C3COc4ccccc4O3)CC2)c1 (stereo not drawn) | -6 | 0.0 | 4 | -32* | -2 | 3.3% | 2 | 13 | 3
COc1ccccc1N1CCN(C(=O)c2cc3c(=O)n4ccccc4nc3s2)CC1 | -7 | 0.3 | 7 | 22 | -4 | 7.6% | -15 | 22 | 0
CC(C)CN(CCNC(=O)c1cc(=O)[nH]c2ccc(S(=O)(=O)N3CCCCCC3)cc12)CC(C)C | 1 | 0.1 | 3 | 4 | 0 | -4.2% | . | -12 | -1
CCC(C)(C)C1CCc2c(sc(NC(=O)c3ccccc3C(=O)O)c2C#N)C1 (stereo not drawn) | -69* | 0.3 | -4 | -5 | 1 | 0.2% | -13 | -7 | 0
Cc1c(Cl)ccc2c(C(N)=O)cc(-c3ccccn3)nc12 | -4 | 0.6 | 3 | 7 | -2 | ? | -20 | 6 | 3
COCCNC(=O)CN(C(=O)Cn1nnc2ccccc21)c1cccc(C)c1C | -2 | 0.4 | 1 | 1 | -5 | -0.6% | 6 | -4 | 1
CCN(CC)S(=O)(=O)c1ccc(N2CCCC2)c(C(=O)Nc2ccc(OC)c(Cl)c2)c1 | . | -3.2 | -13 | -21 | -1 | -1.0% | -7 | -3 | 1
CCCCCCCCCCC(=O)NNC(=O)c1c(O)c2ccccc2n(CC)c1=O | . | 2.6 | -3 | 4 | -9 | 0.7% | 12 | -8 | 0
CC(NC(=O)c1cc2ccccc2oc1=O)c1ccccc1 (stereo not drawn) | 7 | 0.4 | -4 | -13 | -7 | 4.4% | 2 | 5 | 0
CNC(=O)Nc1ccccc1C(=O)NCc1ccccc1 | -7 | -0.4 | 11 | -6 | -1 | 2.9% | -11 | 12 | 4
CCn1cc(C(=O)NC2CC3CCC2C3)c(=O)c2ccc(C)nc21 (stereo not drawn) | . | 0.4 | -2 | -11 | -1 | 2.7% | -2 | 1 | 0
COc1ccc(CN(C)C(=O)c2cccc(NS(=O)(=O)c3ccccc3)c2)c(OC)c1 | 4 | 0.1 | 7 | -7 | -2 | 0.7% | 5 | -5 | 3
COC(=O)c1cn(CC(=O)NCc2cccs2)c2ccccc12 | -2 | 0.6 | -6 | -18 | 0 | 1.8% | -13 | -30 | 2
O=C(CSC1=NCCS1)N1CCN(c2ccccc2)CC1 | -3 | -0.1 | 5 | -17 | 4 | -0.6% | 19 | 2 | 1

Records above shown as hits in D2 antag:
Molecule	RXFP1 antag	TRHR PAM	D1 antagonist	D1 potentiator	D2 antag	D2 potentiator	D1 agonist
Cc1cc(-c2ccc(C)c(S(=O)(=O)NCCCN3CCN(c4ccccc4)CC3)c2)on1	1	-3	-77*	-19	73*	-28	10

The listing continues:
SMILES | RXFP1 antag | D2 agonist | TRHR PAM | D1 antagonist | D1 potentiator | RXFP1 agonist | D2 antag | D2 potentiator | D1 agonist
Cc1ccc(NC(=O)c2ncn[nH]2)cc1 | -12 | 0.9 | 1 | -5 | -10 | 0.0% | 6 | -21 | 0
Cc1c(C(=O)N2CCN(c3ccc(F)cc3)CC2)oc2c1C(=O)CCC2 | -14 | 0.5 | -7 | -11 | 1 | -2.2% | 14 | -1 | -1
CCOc1ccc(-c2cc(C(=O)N/N=C(\C)c3cccnc3)c3ccccc3n2)c(OCC)c1 | 2 | 0.1 | -15 | 18 | -1 | 6.9% | -7 | -6 | 0
CCCCCC(=O)Nc1nc(C)c(-c2csc(Nc3cc(Cl)ccc3OC)n2)s1 | . | 1.0 | 0 | -14 | -4 | -0.9% | 4 | -8 | 1
CN(CC1CCOCC1)C(=O)CC1C(=O)NCCN1Cc1ccccc1F (stereo not drawn) | -5 | -0.4 | -7 | -15 | 2 | -1.9% | 5 | -1 | 0
CCCOc1ccc(C(=O)NC(=S)N2CCN(c3cc4c(cc3F)c(=O)c(C(=O)O)cn4CC)CC2)cc1 | -6 | 0.4 | 1 | 0 | . | 3.7% | -18 | -8 | 8
O=C(COc1ccccc1F)Nc1cc(S(=O)(=O)N2CCOCC2)ccc1N1CCOCC1 | 11 | -0.9 | -2 | -12 | -1 | 2.3% | -8 | 1 | 2
O=C(NCCCN1CCCC1=O)c1ccc(NS(=O)(=O)c2cccc([N+](=O)[O-])c2)cc1 | 15 | 0.2 | -10 | 6 | 4 | 0.5% | -13 | -4 | 7
Cc1ccc(NC(=O)CSc2nc3nccnc3c(=O)n2CCc2c[nH]c3ccccc23)cc1 | 8 | -0.1 | -7 | 8 | 3 | -2.1% | . | 7 | -1
COc1ccc(CCNC(=O)CCCn2c(SCC(N)=O)nc3cc4c(cc3c2=O)OCO4)cc1OC | -11 | 1.7&1.0 | -1&3 | 5&1 | -5&-2 | 0.7%&2.1% | 3 | -2&0 | 1&3
CC(C)[C@H](NC(=O)Nc1ccc(S(N)(=O)=O)cc1)C(=O)O | -2 | 1.0 | -1 | 0 | -1 | 0.8% | 8 | 7 | 2
COc1ccccc1NC(=O)C12CC3CC(C1)CC(c1ccc(C)cc1)(C3)C2 | 7 | . | 5 | -9 | 4 | 0.2% | . | . | 1
N#Cc1c(N)n(-c2ccc(C(=O)O)cc2)c2nc3ccccc3nc12 | -1 | 0.0 | -1 | -1 | -4 | ? | -6 | 0 | 4
COc1ccc(-c2cc(C(F)(F)F)c(C#N)c(=O)[nH]2)cc1 | -27 | -1.8 | 2 | -13 | -3 | 7.6% | 11 | -4 | 4
CCN(CC(=O)Nc1ccc(NC(C)=O)cc1)C(=O)c1ccc2c(c1)OCO2 | -5 | 0.4 | 16 | 21 | 9 | 1.0% | -1 | 0 | 4
CCOC(=O)c1cnc(-n2nc(C)cc2C)nc1NCCO | -8 | 0.2 | -9 | -13 | -1 | 0.0% | 27 | -6 | 1
CC(C)(C)OC(=O)N1Cc2ccccc2C[C@H]1C(=O)NCC(=O)Nc1ccc2c(c1)OCCO2 | -7 | -0.4 | 1 | -6 | -4 | 0.9% | -5 | -3 | 2
Cc1ccc(NC(=O)C(C)N2C(=O)c3ccccc3C2=O)cc1 (stereo not drawn) | -1 | 0.5 | 2 | -4 | -1 | -3.4% | 12 | 7 | 2
CCC(C)(NC(=O)c1cccc(N2C(=O)CSC2c2ccccc2)c1)C(=O)Nc1ccccc1C (stereo not drawn) | -9 | 0.1 | -7 | 18 | -2 | 1.4% | 11 | 5 | 8
O=C(Nc1ccc(N2CCN(c3ccc(F)cc3)CC2)c(C(=O)O)c1)c1cccs1 | -8 | -0.2 | 1 | 17 | 6 | 2.6% | . | 9 | 3
CN1C(=O)S/C(=C/c2cccnc2)C1=O | -2 | -0.5 | -3 | 14 | 1 | -0.2% | 0 | -4 | 0
COc1ccc(-n2c(Cc3cccn3C)nnc2SCC(=O)Nc2ccc(C)cc2)cc1 | -20 | -2.2 | 0 | 15 | -1 | 0.1% | -4 | -3 | 0
O=C(NCc1ccc(F)cc1)C(=O)NCC1OCCN1C(=O)c1cccs1 (stereo not drawn) | -3 | 0.0 | 1 | 8 | -4 | -0.1% | 15 | 10 | 4
O=C1NC2(CCCC2)N=C1c1ccc(Cl)cc1 | 9 | -1.0 | 7 | 0 | 0 | 1.6% | 12 | 11 | 4
Cc1ccc(C2C(C#N)=C(N)Oc3cc4c(cc32)OCO4)cc1 (stereo not drawn) | -14 | -2.5 | 1 | -12 | 9 | -0.7% | -13 | -17 | 4
CCCCC(CC(O)COCC(C)C)C(=O)NN (stereo not drawn) | -9 | 0.8 | 2 | -2 | -1 | -0.2% | -1 | -11 | 4

3 entries out of the list, sorted by heavy-atom count, ascending.
SMILES | RXFP1 antag | D2 agonist | TRHR PAM | D1 antagonist | D1 potentiator | RXFP1 agonist | D2 antag | D2 potentiator | D1 agonist
COc1ccccc1NC(=O)C12CC3CC(C1)CC(c1ccc(C)cc1)(C3)C2 | 7 | . | 5 | -9 | 4 | 0.2% | . | . | 1
Cc1ccc(NC(=O)CSc2nc3nccnc3c(=O)n2CCc2c[nH]c3ccccc23)cc1 | 8 | -0.1 | -7 | 8 | 3 | -2.1% | . | 7 | -1
CCCOc1ccc(C(=O)NC(=S)N2CCN(c3cc4c(cc3F)c(=O)c(C(=O)O)cn4CC)CC2)cc1 | -6 | 0.4 | 1 | 0 | . | 3.7% | -18 | -8 | 8

Screening results: PubChem BioAssay, National Center for Advancing Translational Sciences (NCATS)
